# Lipid storage S3: qHTS Assay for Lipid Storage Modulators in Drosophila S3 Cells | hit rate 0.64% among 320,000 | Drosophila S3 cells, BODIPY lipid droplet fluorescence, 18-24 h; cells fed with added oleic acid | Potency in µM for hits, for the others lipid storage change, negative = inhibition, % at the top dose, mostly 46.1 µM; active = well fitted inhibition curve with a large enough effect in the signal ratio, with a control signal flat, not every such curve was filed as active; inconclusive = small, poorly fitted or top-dose-only effect, or effect the other way, or a change in a side signal; the % refers to the signal ratio
#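 Laser-scanning cytometry quantifies lipid droplet accumulation (500–530 nm total intensity; droplet/cell object ratio) in oleic acid-fed (400 uM added) Drosophila S3 cells treated with a concentration series. 20 uM Triacsin C defined 100% inhibition.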
# Lipid storage S3 cell count max: further read-out of Lipid storage S3, marked with its call; cell number change, %; measured here: cell count max response;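 cells counted by Cell Tracker Red CMTPX staining in the red channel; peak over a dose series mostly up to 46.1 µM; percent activity relative to internal control wells on each plate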
# * = called active by the depositor; i = inactive; ? = inconclusive; · = not tested or not shown. % is set by controls: 0 for no effect and ±100 for the full control effect; potency is the fitted concentration of half-maximal effect. This is a subset (hit frequency here may not be typical).
Lipid storage S3 cell count max | Lipid storage S3 | structure
· | i | CCCCC(=O)Nc1ccc(C(=O)N2CCN(c3ccccc3OC)CC2)cc1
· | ? | O=C(CSC(=S)N1CCCC1)N1CCN(S(=O)(=O)c2ccccc2F)CC1
-11 | 12% | CC(OC(=O)c1ccc(-n2cnnn2)cc1)C(=O)Nc1ccc(F)c(F)c1F (stereo not drawn)
-1 | 1% | CCOC(=O)NN1C(=O)c2ccccc2NC1C (stereo not drawn)
· | ? | N#C/C(=C\Nc1ccc2c(c1)OCCO2)c1nc(-c2ccccc2)cs1
· | ? | Cc1onc(-c2ccccc2)c1C(=O)Nc1ccon1
11 | ? | CCCc1nn2c(N)c(/C=C3\C=Nc4ccccc43)c(=O)nc2s1
· | ? | Cn1c(-c2cc(Cl)ccc2O)nc2c1c(=O)[nH]c(=O)n2Cc1ccccc1
7 | 13% | COC(=O)c1nc(NNC(=O)c2ccccc2)sc1-c1ccccc1
3 | -20% | CCn1c(SCC(=O)NCCc2ccccc2)nc2c([nH]c3ccccc32)c1=O
-9 | -10% | COc1ccc(NC(=O)c2ccc(N3C(=O)C4CC=C(C)CC4C3=O)cc2)c(OC)c1 (stereo not drawn)
-7 | 4% | Cc1ccsc1C(=O)OCc1cc(=O)n2ccsc2n1
· | ? | Nc1cccc(Nc2nc(OC(C(F)(F)F)C(F)(F)F)nc(OC(C(F)(F)F)C(F)(F)F)n2)c1
· | ? | CCCCOC(=O)c1cc(C)nc2ccc(Br)cc12
9 | -18% | O=C(C1CCN(S(=O)(=O)N2CCC3(CC2)OCCO3)CC1)N1CCN(Cc2ccccc2)CC1
5 | -2% | Cn1cc([N+](=O)[O-])c(C(=O)N/N=C/c2ccncc2)n1
· | ? | CCN(CC)S(=O)(=O)c1ccc(S(=O)(=O)Nc2c(C)nn(C)c2C)cc1
· | ? | Cc1ccc(-c2nnc(N3CCC(C)CC3)c3ccccc23)cc1
· | ? | Cc1ccc(S(=O)(=O)Nc2cccc(C(=O)NCCN3CCOCC3)c2)cc1F
· | ? | COc1ccc(C(=O)COC(=O)c2ccc(OC)c(OC)c2)cc1OC
· | -9% | CCOc1ccc2nc(N(CCN(CC)CC)C(=O)c3cccc([N+](=O)[O-])c3)sc2c1
· | ? | COc1ccc(C(CNC(=O)c2oc3ccc(F)cc3c2C)N2CCCCC2)cc1 (stereo not drawn)
· | ? | Cc1ccc(CN(C)C(=O)c2cc(COc3cccc(C(F)(F)F)c3)on2)o1
· | ? | Nc1nc(-c2ccccc2)nc2sc3c(c12)CCCC3
· | ? | Cc1nnc(SCc2ccccc2Cl)n1CC1CCCO1 (stereo not drawn)

# For convenience, 5 of the compounds above.
Lipid storage S3 cell count max | Lipid storage S3 | structure
· | -9% | CCOc1ccc2nc(N(CCN(CC)CC)C(=O)c3cccc([N+](=O)[O-])c3)sc2c1
· | ? | COc1ccc(C(CNC(=O)c2oc3ccc(F)cc3c2C)N2CCCCC2)cc1 (stereo not drawn)
· | ? | Cc1ccc(CN(C)C(=O)c2cc(COc3cccc(C(F)(F)F)c3)on2)o1
· | ? | Nc1nc(-c2ccccc2)nc2sc3c(c12)CCCC3
· | ? | Cc1nnc(SCc2ccccc2Cl)n1CC1CCCO1 (stereo not drawn)

# Sorted by value in Lipid storage S3 (largest number first): seven from the list above.
SMILES	Lipid storage S3
COC(=O)c1nc(NNC(=O)c2ccccc2)sc1-c1ccccc1	13%
CC(OC(=O)c1ccc(-n2cnnn2)cc1)C(=O)Nc1ccc(F)c(F)c1F (stereo not drawn)	12%
CCOC(=O)NN1C(=O)c2ccccc2NC1C (stereo not drawn)	1%
CCOc1ccc2nc(N(CCN(CC)CC)C(=O)c3cccc([N+](=O)[O-])c3)sc2c1	-9%
COc1ccc(NC(=O)c2ccc(N3C(=O)C4CC=C(C)CC4C3=O)cc2)c(OC)c1 (stereo not drawn)	-10%
O=C(C1CCN(S(=O)(=O)N2CCC3(CC2)OCCO3)CC1)N1CCN(Cc2ccccc2)CC1	-18%
CCn1c(SCC(=O)NCCc2ccccc2)nc2c([nH]c3ccccc32)c1=O	-20%

# Next part
Lipid storage S3 cell count max | Lipid storage S3 | structure
· | ? | Cc1ccc(S(=O)(=O)NCC(=O)NC2CC2)cc1
-4 | 10% | O=C(c1cccc(F)c1)N1CCN(Cc2c[nH]c3ccccc23)CC1
4 | i | Cc1ccc2c(c1C)NC(=O)C2(O)CC(=O)c1ccc2c(c1)OCO2 (stereo not drawn)
8 | 13% | CCOC(=O)C1=C2NC(=O)c3ccccc3N2C(=O)C1
· | ? | O=C(NCCC1CCCCN1S(=O)(=O)c1cccs1)C(=O)Nc1cccc(F)c1 (stereo not drawn)
· | ? | COC(=O)C1CSC(C(=O)OC)N1C(=O)CN1CC(C)OC(C)C1 (stereo not drawn)
· | ? | O=C(NC(=S)NCCC1=CCCCC1)c1ccccc1Br
· | i | Cc1csc(Sc2ccc([N+](=O)[O-])cc2C(=O)OCC(=O)NC(=O)NC(C)(C)C)n1
· | ? | COC(=O)c1cn(-c2cccc(C)n2)cn1
6 | 2% | Cc1c(/C(O)=C2/C(=O)C(=O)N(CCN3CCOCC3)C2c2cccnc2)cnn1-c1ccccc1 (stereo not drawn)
-13 | -5% | COC(=O)C(=O)/C=C(\O)c1c(C)cc(C)cc1C
· | ? | Cc1ccc(NC(=O)COC(=O)CN2C(=O)NC3(CCCC3)C2=O)cc1F
· | ? | COCCn1c(SCc2ccc(OC)c(F)c2)nnc1-c1ccncc1
-15 | 2% | Cc1ccccc1OCC(=O)Nc1cccc2nsnc12
· | ? | Cc1ccc(C)c(NS(=O)(=O)c2ccc3[nH]c(=O)oc3c2)c1
· | ? | Cc1cccc(C(=O)OC(C)C(=O)Nc2ccc(S(=O)(=O)Nc3ncccn3)cc2)c1C (stereo not drawn)
-7 | -10% | Cc1nc(-c2ccc(Cl)cc2)sc1C1(C)CC(c2cccc(F)c2)=NO1 (stereo not drawn)
· | 11% | CCOC(=O)c1c(C)n(C)c2ccc(OC)c(NC(=O)CN3CCN(Cc4ccccc4)CC3)c12
· | ? | Nc1nc(Cl)cc(Oc2ccccc2F)n1
· | ? | O=C(c1ccco1)N1CCN(Cc2cccc([N+](=O)[O-])c2)CC1
· | ? | CC(C)(C)c1ccc(C(=O)Nc2ccccc2C(=O)NCCN2CCOCC2)cc1
20 | i | COc1ccc(CCNC(=O)C2CCC(=O)N(CCc3ccc(OC)cc3)C2)cc1 (stereo not drawn)
· | ? | O=C(COC(=O)C1CCN(c2ccc(C(F)(F)F)cn2)CC1)c1ccc(F)cc1
-2 | -1% | CC1CCCCC1NC(=O)C1CCN(S(=O)(=O)N2CCOCC2)CC1 (stereo not drawn)
28 | 22% | Cc1nn(-c2ccccc2)c(C)c1/C=N/n1c(-c2ccccc2Br)n[nH]c1=S
· | ? | C=CCNC(=O)C1CCN(S(=O)(=O)c2ccccc2)CC1
-3 | 0% | Cc1cc(C)cc(NC(=O)C(NCC2CCCO2)c2ccccc2)c1 (stereo not drawn)
8 | -1% | CC(C)(C)OC(=O)CN1C(=O)NC(Cc2c[nH]c3ccccc23)C1=O (stereo not drawn)
7 | i | COc1ccc(CCNC(=O)C/C(C)=N/NC(=O)c2ccc(Cl)cc2Cl)cc1OC
-8 | 12% | Cc1cc(=O)oc2cc(OCCc3ccccc3)ccc12
· | ? | CCOC(=O)c1c(C)[nH]c(C)c1C(=O)CSc1nc2ccccc2c(=O)n1-c1ccc(CC)cc1
-7 | 7% | CC(=O)Nc1ccc(NC(=O)C(C)OC(=O)C2CC3C=CC2C3)cc1 (stereo not drawn)
5 | 12% | CSc1cccc(NC(=O)c2ccc(CN3CCc4ccccc4C3)cc2)c1
· | ? | C/C(=N\NC(=O)c1c[nH]c2ccccc12)c1ccco1
-2 | 6% | C=CCN(CC=C)S(=O)(=O)c1ncn[nH]1
· | ? | COc1cccc(/C=N/NC(=O)c2c(C)nc3ccc(Cl)cn23)c1OC
· | ? | N#Cc1c(NC(=O)CSc2nc(N)cc(=O)[nH]2)sc2c1CCCC2
· | -16% | NC(=O)CSc1nnc(-c2cccs2)n1-c1ccccc1
-6 | -1% | CCCCC(CCCC)=N/N=C/c1c(O)n(CC)c2cc(C3=NNC(=O)CC3)ccc12
-25 | -5% | CN(C)S(=O)(=O)n1cc(/C=C(\NC(=O)c2ccccc2F)C(=O)NCCCN2CCOCC2)c2ccccc21
· | ? | CC(=O)Nc1nc(-c2ccc(Cl)cc2)nc(C)c1C(C)=O
4 | -1% | Cc1ccnc(NS(=O)(=O)c2ccc(NS(=O)(=O)c3ccccc3)cc2)n1
-3 | -8% | O=S(=O)(c1cccc2nsnc12)N1CCCC1
· | ? | CCOC(=O)N1CCN(C(=O)c2ccc(C)c(S(=O)(=O)Nc3cccc(C)c3C)c2)CC1
10 | 22% | Cc1ccc(CNC(=O)CCC2CCCN(Cc3c(C)nn(C(C)C)c3C)C2)o1 (stereo not drawn)
6 | -4% | C=CCOc1c2ccc(C(=O)NCCc3ccc(C)cc3)cc2nn1C
· | ? | O=C(Cc1ccc(Br)cc1)NC1CCCc2ccccc21 (stereo not drawn)
-2 | -2% | COc1ccccc1N(C)S(=O)(=O)c1ccc(C(=O)NC2CCCCCC2)cc1
· | i | CCOc1ccc(C2Oc3nc(SC)nnc3-c3ccccc3N2C(C)=O)cc1OC (stereo not drawn)
8 | -4% | O=C(COC(=O)COc1ccc(Nc2ccccc2)cc1)NCc1ccco1

# Next section:
Lipid storage S3 cell count max | Lipid storage S3 | structure
28 | i | COc1cc2c(cc1OC)CN(C(=O)c1cccc([N+](=O)[O-])c1)CC2
· | ? | CCOC(=O)c1cn(-c2ccccc2CO)c2c(F)c(F)c(F)cc2c1=O
· | ? | COc1ccc(Br)cc1S(=O)(=O)Nc1ccc(Cl)cn1
2 | 13% | COc1ccccc1-c1cn(-c2ccccc2)c(=S)[nH]1
· | ? | C=CCn1c(=S)[nH]c2sccc2c1=O
-17 | -2% | COc1cc2c(cc1OC)C(=S)NC(C)(C)C2
· | i | Cc1cc2[nH]c(=O)c(=O)[nH]c2cc1S(=O)(=O)Nc1cccc(F)c1
· | ? | CCn1nc(C(=O)OCC(=O)c2cc(C)n(Cc3cccs3)c2C)c2ccccc2c1=O
4 | 7% | Cc1cc(C)n(CCNC(=O)CC2C(=O)NCCN2Cc2ccc(C)o2)n1 (stereo not drawn)
· | ? | CC(C)Sc1nnc(SCC(=O)NCCCN2CCCC2=O)s1
· | ? | C=CCNc1sc(C(=O)c2ccc(C)cc2)c(N)c1C#N
-6 | 0% | N#CCC(=O)N/N=C/c1cc(Br)ccc1OCc1cccc2ccccc12
· | ? | Cn1nc([N+](=O)[O-])nc1Sc1nnnn1-c1cccc(C(=O)O)c1
· | ? | CCCOc1ccc(-c2nc(OC)c3ccccc3n2)cc1
· | ? | N#Cc1cnn2c(-c3ccccc3)ccnc12
· | ? | Cc1nc(CC(=O)N2CCN(c3cccc(C)c3C)CC2)cs1
· | ? | Cc1ccc(OCC(=O)N[C@@H](C)c2nnc3ccccn23)cc1C
· | ? | Cc1csc2nc(O)c(C(=O)NC3CCCCC3C)c(=O)n12 (stereo not drawn)
· | ? | COc1ccc2nc(C)cc(N3CC(C)OC(C)C3)c2c1 (stereo not drawn)
-4 | -5% | CC(C)(C)OC(=O)NNC(=O)Nc1ccccc1C(F)(F)F
· | ? | Cc1cccc(C)c1NC(=O)CSCc1cccc(CSCC(=O)Nc2c(C)cccc2C)n1
-2 | i | O=C(c1ccoc1)N1CCC2(CCCN(Cc3ccc(F)c(F)c3)C2)C1 (stereo not drawn)
· | ? | COc1ccc(CNc2nc3nc(C)cc(C)n3n2)cc1OC
· | ? | c1ccc(OCc2nnc(-c3ccccc3)o2)cc1
· | ? | CN(CC(=O)Nc1cccc(S(=O)(=O)N2CCCC2)c1)CC(=O)Nc1ccc(Cl)c(C(F)(F)F)c1
4 | -16% | CCOc1ccc(NC(=O)N(CCC(C)C)C(C)c2ccco2)cc1 (stereo not drawn)
· | ? | COc1ccccc1C(=O)NC(=O)COC(=O)c1ccc(Cl)nc1
0 | 28% | Cc1cccc(OCCSc2nnc(-c3ccoc3C)n2C)c1
3 | 1% | O=C(CCn1cccc1)Nc1ccccc1F
· | ? | Cc1cccc(C)c1NC(=O)CSc1nnc(CCCCCNC(=O)OC(C)(C)C)o1
· | ? | CNC(=O)c1nc(C)c(C2(C)CC(c3ccccc3)=NO2)s1 (stereo not drawn)
· | ? | CCOc1cc([C@H]2[C@@H]3CCCC[C@]3(O)CCN2CC(=O)NCc2ccco2)ccc1O
-11 | -22% | O=C1ON=C(c2ccccc2)/C1=C/c1ccc(O)c(O)c1
-2 | 10% | COc1ccccc1C(=O)Nc1cc2c(ccc3ccccc32)oc1=O
23 | 0% | CC(=O)N(C)c1ccc(NC(=S)Nc2ccc(C(C)C)cc2)cc1
· | ? | CCOc1ccc(C(=O)NCc2ccco2)cc1OC
· | ? | O=C(NNc1cc(C(F)(F)F)ccc1Cl)c1ccc(=O)[nH]c1
-18 | -11% | Cc1ccc(N2C(SCC(=O)O)=NC(=Nc3cccc(C)c3)C23CCCC3)cc1
15 | 0% | CCOc1ccc(-c2nc(CN3CCCC(C(=O)N4CCOCC4)C3)c(C)o2)cc1 (stereo not drawn)
8 | 20% | O=C(O)CSc1ccnc2cc(Cl)ccc12
-16 | -5% | N#Cc1ccsc1NC(=O)CSc1nnnn1-c1ccc(O)cc1
1 | 4% | CC1CCCN(C(=O)Cc2ccc(F)cc2)C1 (stereo not drawn)
5 | 15% | CNC(=O)/C(C#N)=C/c1c(N2CCCCCC2)nc2c(C)cccn2c1=O
· | i | N#CC1=C(N)S[C@H](C(=O)C23CC4CC(CC(C4)C2)C3)[C@H]1c1ccncc1
· | ? | O=C(c1ccco1)N1CCN(C(=O)c2cc3sccc3n2Cc2ccccc2)CC1
10 | 0% | CCn1c(SCC(N)=O)nnc1-c1ccc2c(c1)OCO2
